Compound activity (PubChem)
E-sel TNF inh = E-selectin induction blockers in HUVEC – imaging, immunofluorescence, high content, primary screen; HUVEC TNFa-induced E-selectin immunofluorescence; inhibition, % at 2 µM; 120,000 tested, 0.71% active;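 active = inhibition above the batch mean plus 3 SD, and confirmed as a hit on visual image review, cut at about 43% in these data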;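 also: 0% = TNF-stimulated DMSO wells and 100% = unstimulated control wells; not every result past the cut was called active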
HCT116 PTEN-null = growth suppression of PTEN-null HCT116, primary screen, cell-based, CellTiter-Glo. HCT116 PTEN-null viability, 60 h; hits give low values. 140,000 tested, 1.2% active. AID 827, 2007. viability, % at 10 µM;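 active = viability at or below a set limit, 4 SD under the median of all tested compounds, cut at about 3.7% in these data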;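 also: PTEN knockout HCT116 line with beta catenin targeted HCT116 as companion control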
MRP-1 activ = H69AR viability gain despite doxorubicin, primary screen, MRP-1 activator project, H69AR cells, CellTiter-Glo. viability increase, % at 10 µM. viability rescue. 140,000 tested, 0.61% active;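 active = viability gain under doxorubicin at or above a set limit, the compound median plus 3 SD, cut at about 4.7% in these data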;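 also: MRP-1 overexpressing cells given doxorubicin 25 µM after compound pretreatment; 18-22 h compound pretreatment then 72 h with doxorubicin before readout; 0% = doxorubicin-only wells and 100% = vehicle-treated cells without doxorubicin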
BB579 growth dn = growth inhibitors of yeast BB579 in restrictive medium, primary screen, yeast lifespan-shortening project, S. cerevisiae | OD615, 48 h | inhibition, % at 10 µM | 140,000 tested, 0.51% active | AID 804, 2007;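 active = inhibition above a set limit, 3 SD over the mean compound inhibition, cut at about 44% in these data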; also: inactives centre near -24
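Test system: DeaD yeast strain BB579 / Buffer or medium: restrictive glucose-based CSMM-D medium / Doses: single 10 µM dose / Schedule: 4 h cell preincubation, 48 h compound exposure, 30 °C humidified / Technique: culture absorbance at 615 nm / Controls: amphotericin B positive control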
GALR2 antag = GALR2 antagonists in receptor-expressing cells, primary screen | Galanin receptor type 2 (Homo sapiens), O43603 | antagonist mode | inhibition, % at 4 µM | 140,000 tested, 0.39% active; in the data active = inhibition above about 27%;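 also: cells stimulated with galanin 1-16 at roughly its EC80; 0% = agonist challenge control and 100% = basal control without agonist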
Target sequence (O43603 whole entry, looked up): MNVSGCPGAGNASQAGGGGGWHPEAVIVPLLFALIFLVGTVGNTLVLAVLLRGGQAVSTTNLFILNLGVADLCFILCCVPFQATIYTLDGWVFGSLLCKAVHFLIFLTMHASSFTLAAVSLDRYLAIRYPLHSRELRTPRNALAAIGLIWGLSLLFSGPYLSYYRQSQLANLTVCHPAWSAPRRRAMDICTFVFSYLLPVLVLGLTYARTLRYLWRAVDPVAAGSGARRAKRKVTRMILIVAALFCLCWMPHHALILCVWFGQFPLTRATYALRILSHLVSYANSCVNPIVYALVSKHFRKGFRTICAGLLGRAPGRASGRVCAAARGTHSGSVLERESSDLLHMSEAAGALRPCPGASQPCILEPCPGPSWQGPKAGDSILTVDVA
Measles CPE = compounds protecting cells from measles virus cytopathic effect, primary screen, measles RdRp inhibitor project, single point, MLSMR library, absorbance. 140,000 tested, 1.5% active. protection (pct of control), % at 4 µM. Measles virus-infected cells, CPE protection; in the data active = protection mostly above about 24%, no sharp cut-off; inactive = mostly below about 26%; also: some compounds called inactive have numbers as strong as hits
HCT116 bCat-KO = primary screen for growth suppressors in beta-catenin knockout HCT116 cells (colon tumor, human) | HCT116 beta-catenin knockout viability, CellTiter-Glo, 60 h; hits give low values | 140,000 tested, 1.5% active | viability, % at 10 µM;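 active = viability at or under a set limit, the compound median less 4 SD, cut at about 6% in these data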;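 also: 0% = Hyamine 1622 control at 20 µM and 100% = untreated cell control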
Phagocytosis inh = inhibitors of macrophage phagocytosis, primary screen, imaging, J774A.1 cells, IgG beads; J774A.1 macrophage IgG-bead phagocytosis; inhibition, % at 5 µM; 110,000 tested, 0.07% active; AID 1029, 2008;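 active = inhibition above the mean of the plate negative controls plus 5 SD, cut at about 13% in these data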;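 also: phagocytic index as fraction of beads internalized from green versus red external bead signal; plate controls were DMSO negative control for no effect and cytochalasin-D positive control for full effect; some results beyond the cut were filed as inactive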
Yeast life ext = compounds extending yeast replicative lifespan, primary screen, S. cerevisiae, OD615; 130,000 tested, 0.68% active; S. cerevisiae growth with nicotinamide; deaD strain in restrictive glucose medium; inhibition of the nicotinamide effect, % at 10 µM;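 active = inhibition above a set limit, placed 3 SD over the median of all compounds, cut at about 26% in these data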;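 also: 0% = nicotinamide-treated wells and 100% = cells grown without nicotinamide; some compounds called inactive have numbers as strong as hits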
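Assay system: DeaD-strain S. cerevisiae. Medium: CSMM-D glucose medium, restrictive. Reagent: nicotinamide, 1.5 mM, co-present with compound. Compound: 10 µM single point, 0.25% DMSO. Schedule: culture preincubation 4 h, compound exposure 48 h, both 30 °C. Detection: absorbance at 615 nm.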
NPY Y2 blocker = NPY-Y2 receptor antagonists, primary screen, cell-based; 140,000 tested, 0.99% active; NPY-Y2 expressing cells, antagonist mode; Neuropeptide Y receptor type 2 (Homo sapiens), P49146; inhibition, % at 2.7 µM; in the data active = inhibition above about 17%;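 also: 0% = vehicle with agonist challenge and 100% = reference antagonist with challenge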
Target sequence (P49146 whole entry, looked up): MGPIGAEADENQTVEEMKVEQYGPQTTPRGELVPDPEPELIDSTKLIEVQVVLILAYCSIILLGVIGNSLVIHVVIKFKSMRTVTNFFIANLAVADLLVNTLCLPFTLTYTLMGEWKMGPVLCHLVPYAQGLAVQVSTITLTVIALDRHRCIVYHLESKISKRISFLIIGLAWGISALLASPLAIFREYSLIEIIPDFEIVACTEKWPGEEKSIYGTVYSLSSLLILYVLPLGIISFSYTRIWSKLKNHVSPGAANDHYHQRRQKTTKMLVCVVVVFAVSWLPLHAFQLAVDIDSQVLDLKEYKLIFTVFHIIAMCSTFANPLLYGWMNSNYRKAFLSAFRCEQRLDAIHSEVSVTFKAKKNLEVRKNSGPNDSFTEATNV
The depositor's hits bear a star; · = no result given.

no.	structure	HCT116 bCat-KO	BB579 growth dn	Yeast life ext	MRP-1 activ	HCT116 PTEN-null	NPY Y2 blocker	Measles CPE	GALR2 antag	E-sel TNF inh	Phagocytosis inh
1	CC(=O)Nc1nnc(SCC(=O)c2ccc3c(c2)Cc2ccccc2-3)s1	80	-33	5	0.4	86	3	12	8	-32	-8
2	O=c1c(-c2ccc(F)cc2)coc2c3c(ccc12)OCCO3	91	-20	-6	-1.8	101	1	6	6	2	0
3	CCOc1ccccc1N=C1SC(CC(=O)Nc2ccc(OC)cc2OC)C(=O)N1CCC1=CCCCC1 (stereo not given)	90	-11	-4	-0.7	73	-2	8	-8	·	-10
4	O=c1c2c3c(sc2ncn1/N=C/c1ccccc1)CCCC3	95	-37	·	0.6	88	1	34	4	-10	·
5	Cc1cc(C)c(NC(=O)c2ccc(S(=O)(=O)N(C)C)cc2)c(C)n1	100	-4	-13	-0.5	96	2	10	-18	·	-1
6	Cc1ccc(C)c(C(=O)NC2CC(C)(C)NC(C)(C)C2)c1	93	-61	16	-0.8	101	0	13	-3	-2	·
7	Cc1ccc(C(=O)/C=C/c2ccc3c(c2)OCO3)o1	7	-35	-8	-2.4	10	7	3	-3	31	0
8	CC(C)c1nc(SCC(=O)Nc2ccc3c(c2)OCO3)n[nH]1	101	-44	-10	-1.7	107	6	9	-7	-2	0
9	CCn1ccnc1C(O)c1ccc(N(C)C)cc1 (stereo not given)	96	-13	2	0.4	98	2	4	-3	22	-2
10	CCOC(=O)c1c(C)n(OCc2ccccc2)c2ccc3c(no[n+]3[O-])c12	85	-24	-6	-1.5	86	14	5	8	-14	0
11	O=C(c1ccccc1)N1CCN(c2ccc([N+](=O)[O-])c(NCc3cccnc3)c2)CC1	90	-15	-2	-3.1	84	1	9	-2	·	·
12	CNS(=O)(=O)c1cccc(C(=O)Nc2cccnc2)c1	94	32	-2	-3.0	88	-4	3	3	-24	2
13	CCN(CC)S(=O)(=O)c1ccc2c(c1)nc(CCC(=O)Nc1ccc3c(c1)OCO3)n2C	84	-19	6	-2.0	86	0	4	-2	-35	-10
14	Cc1nn(-c2ccccc2)c(/N=C/c2ccc(O)cc2)c1-c1ccccc1	91	-17	-3	-1.0	97	3	14	1	-12	-6
15	C=C1C(=O)[C@@]23[C@H](O)C[C@@H]4C(C)(C)CC[C@H](O)[C@@]4(C)[C@@H]2CC[C@@H]1[C@H]3O	2.1*	-12	-3	-4.5	1.3*	-1	15	38*	58*	·
16	COc1ccccc1Nc1nnc(SCc2cc(=O)n3cc(C)ccc3n2)s1	83	-36	-1	-0.8	80	4	3	2	·	-8
17	N#Cc1cc(N)c(Nc2ccccc2)cc1C#N	89	-18	2	1.2	93	-4	5	21	29	-3
18	COc1ccc(/C=N\NC(=O)CNC(=O)C(c2ccccc2)c2ccccc2)cc1[N+](=O)[O-]	90	-22	-3	3.5	92	3	19	-2	·	-5
19	CCOC(=O)C1=NOC(CNC(=O)c2c(-c3ccccc3Cl)noc2C)C1 (stereo not given)	97	-5	-8	0.3	103	1	6	-1	16	-1
20	Cc1ccc(C2c3sc(=O)[nH]c3SC3C(=O)NC(=O)C32)cc1 (stereo not given)	88	-18	-2	-3.5	90	0	2	11	·	·
21	CCCN1Cc2cccc(C(=O)Nc3ccc(CN4CCCC4)cc3)c2C1=O	74	-26	3	-2.3	74	9	11	13	-5	-2
22	CCOC(=O)NC(=O)CSc1nc2ccc(OCC)cc2[nH]1	101	-20	-9	-1.1	100	0	0	-11	-12	·
23	COC(=O)c1ccc(OCC(O)CN2C(=O)NC(C)(C)C2=O)cc1 (stereo not given)	97	-45	12	-0.5	110	-1	15	-7	·	-2
24	Cc1nc2ccc(N3C(=O)CCC3=O)cc2[nH]1	97	-5	9	-1.5	106	2	6	7	-9	0
25	O=[N+]([O-])c1cc(-c2n[nH]c(-c3ccccc3)n2)cc([N+](=O)[O-])c1	86	-34	-9	-3.1	75	1	14	-6	·	0
26	COC(=O)C(=Cc1ccc(OCc2ccc([N+](=O)[O-])cc2)c(OC)c1)C(=O)OC	25	-54	-7	-7.3	24	4	11	9	7	0
27	COc1cccc(OC)c1/C(O)=C(\C#N)c1nc2ccccc2[nH]1	84	-25	-16	-3.5	89	2	5	2	49	0
28	CCC(C)Sc1nc2c([nH]c3ccccc32)c(=O)n1C (stereo not given)	79	2	-8	-3.9	75	1	5	16	-17	1
29	Cc1cc(C)n(S(=O)(=O)/C=C/c2ccccc2)n1	94	12	4	-4.5	89	6	3	15	-9	1
30	CCn1c(COc2ccccc2C)nnc1SCC(=O)NCc1ccccc1	106	-26	-11	-1.1	111	5	4	-16	-17	0
31	CC(C)CC(=O)O/N=C1\C(=O)N(Cc2ccc(Cl)cc2)c2ccc([N+](=O)[O-])cc21	65	-26	1	-1.6	64	3	8	0	29	2
32	COc1ccc(C(=O)NC(C)c2nc3ccccc3[nH]2)cc1OC (stereo not given)	93	-25	·	-2.0	94	8	12	-8	-2	·
33	O=C(NCCCN1CCc2ccccc2C1)Nc1ccc(Br)cc1	81	-29	-4	-2.2	83	0	23	-1	-20	2
34	Cc1ccc(C)c2[nH]c(=O)c(CN(CCN3CCCC3)C(=O)Nc3ccc(F)cc3)cc12	48	-93	53	-2.2	49	11	14	8	5	-1
35	Cc1noc(C)c1CSCC(=O)N1CCN(c2ccc(F)cc2)CC1	58	-70	-3	-1.1	80	2	5	-3	2	-1
36	O=C(NC1=NCCS1)c1sc2ccccc2c1Cl	88	12	-9	-2.0	92	-2	5	0	·	0
37	CN1CCN(S(=O)(=O)c2cccc(C(=O)N(c3ccccn3)C3CCCCC3)c2)CC1	79	-2	-19	-2.8	91	0	5	4	30	-1
38	C/C(CC(=O)NCc1ccco1)=N\NC(=O)Cc1ccccc1	88	-9	-12	0.8	94	5	7	-6	-64	·
39	COc1ccc(OC(=O)Nc2ccccc2)cc1	93	-26	-15	-0.5	97	2	3	-2	-15	·
40	COc1ccc(NC2=NC(=S)N(c3ccc(C)cc3)C23CCCCC3)cc1	26	-50	-11	-5.6	16	0	7	-8	5	·
41	CCN(CC)C(=O)c1sc(N)c(C(=O)OC(C)C)c1C	89	-31	·	0.7	97	0	14	-11	-22	·
42	C1CCC(c2nn3c(-c4n[nH]c5c4CCC5)nnc3s2)CC1	71	2	-9	-0.9	64	7	31	-9	44	0
43	CCOc1ccc(-c2[nH]ncc2-c2ccc(OC)c(OC)c2)c(O)c1	22	-62	-10	-2.6	25	2	9	-3	·	3
44	CC(C)Oc1ccc(C(=O)N2CCCC2C(=O)O)cc1 (stereo not given)	99	-12	-1	0.3	104	-1	6	3	8	1
45	Cc1cc(C)nc(NS(=O)(=O)c2ccc(NC(=O)C3CC(=O)N(c4ccccc4)C3)cc2)n1 (stereo not given)	107	0	-5	0.1	112	3	2	-4	-6	0
46	O=C(Nc1ccccc1SCC1CSc2nc3ccccc3c(=O)n21)c1ccccc1Cl (stereo not given)	77	4	-4	-2.0	92	1	4	-11	·	1
47	CCOc1cc(-c2nc3ccccn3c2NCC2CCCO2)ccc1O (stereo not given)	72	-2	-7	-1.8	72	-1	3	21	-4	·
48	COc1ccc(-n2c(SCC(=O)Nc3ccccc3)nc3c(c2=O)SCC3)cc1	76	9	-5	0.0	84	0	6	-5	9	-1

Given in transposed form: eight of the compounds above.
#31 CC(C)CC(=O)O/N=C1\C(=O)N(Cc2ccc(Cl)cc2)c2ccc([N+](=O)[O-])cc21
#32 COc1ccc(C(=O)NC(C)c2nc3ccccc3[nH]2)cc1OC (stereo not given)
#33 O=C(NCCCN1CCc2ccccc2C1)Nc1ccc(Br)cc1
#34 Cc1ccc(C)c2[nH]c(=O)c(CN(CCN3CCCC3)C(=O)Nc3ccc(F)cc3)cc12
#35 Cc1noc(C)c1CSCC(=O)N1CCN(c2ccc(F)cc2)CC1
#36 O=C(NC1=NCCS1)c1sc2ccccc2c1Cl
#37 CN1CCN(S(=O)(=O)c2cccc(C(=O)N(c3ccccn3)C3CCCCC3)c2)CC1
#38 C/C(CC(=O)NCc1ccco1)=N\NC(=O)Cc1ccccc1
assay / compound	31	32	33	34	35	36	37	38
HCT116 bCat-KO	65	93	81	48	58	88	79	88
BB579 growth dn	-26	-25	-29	-93	-70	12	-2	-9
Yeast life ext	1	·	-4	53	-3	-9	-19	-12
MRP-1 activ	-1.6	-2.0	-2.2	-2.2	-1.1	-2.0	-2.8	0.8
HCT116 PTEN-null	64	94	83	49	80	92	91	94
NPY Y2 blocker	3	8	0	11	2	-2	0	5
Measles CPE	8	12	23	14	5	5	5	7
GALR2 antag	0	-8	-1	8	-3	0	4	-6
E-sel TNF inh	29	-2	-20	5	2	·	30	-64
Phagocytosis inh	2	·	2	-1	-1	0	-1	·
